# GRP78 ERSR act: inducers of ER stress response in human glioma cells | 0.02% of 420,000 active | U87-MG GRP78 promoter luciferase reporter, 16 h | AID 602332 | Potency, µM, without a hit: top-dose activation, actives largely listed as activators; note: potency is the fitted concentration of half-maximal effect; series mostly up to about 76 µM; % of control where 0% means no effect; nearly all actives have a fitted effect of over 35% in size
#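 ERSR induction read as luciferase luminescence (Bright-Glo, 10 min at room temperature) in stably transfected human U87-MG glioma cells exposed to compounds for 16 h, using GRP78 as sensor.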
# Pol eta inh: DNA polymerase eta (human) inhibition; Q9Y253; 1.2% of 390,000 active; Potency, µM (series often up to 114 µM), inactives show at the highest dose activity change, negative = inhibition, actives largely listed as inhibitors; recombinant Pol eta, fluorescent DNA replication assay; note: potency is the fitted concentration of half-maximal effect; % is set by controls: 0 for no effect and ±100 for the full control effect
#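 Pol eta at 10 nM preincubated with compounds 15 min at room temperature; reaction started with fluorescent substrate (50 nM final) and read kinetically at 0 and 10 min.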
# Pol iota inh: DNA polymerase iota (human) inhibition; Pol iota fluorescent replication assay, 10 min; Potency, µM (top dose mostly 115 µM), for the others: top-dose activity, negative = inhibition, usual class: inhibitors; 1% of 390,000 active; AID 588590; Q9UNA4; note: potency is the fitted concentration of half-maximal effect
#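 Fluorescent replication assay read twice, at 0 min and 10 min after adding 50 nM (final) substrate. Enzyme (10 nM) and compounds were first incubated 15 min at room temperature; enzyme-free buffer wells were negative controls.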
# LDHA block: blocks human lactate dehydrogenase A; P00338; activity change, % (values are at about 110 or 230 µM); purified LDHA, NADH/diaphorase-resazurin fluorescence; stronger effect = lower value; 0.15% of 480,000 active; in the data active = activity change below about -30%; inconclusive = mostly about -25% to -30%;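 note: plate controls were DMSO wells for no effect and wells without enzyme for full effect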
#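 Human LDH5 (2 nM) was incubated with 0.06 mM NADH and 0.2 mM pyruvate for 5 min at room temperature in Tris pH 7.4. Remaining NADH was coupled through diaphorase/resazurin, and resorufin fluorescence was read at 0 and 20 min.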
# APE1 inh: blocks human APE1 abasic DNA cleavage. P27695. recombinant APE1, TAMRA/BHQ-2 abasic DNA cleavage fluorescence. Potency, µM (doses to about 65.8 µM), inactives show at the top dose activity change, negative = inhibition, hits mostly inhibitors. 0.35% of 350,000 active;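 note: potency is the fitted concentration of half-maximal effect; plate controls were vehicle for no effect and reference inhibitor for full effect; nearly all actives have a fitted effect of over 55% in size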
#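 Activity was derived from the fluorescence gain between first and third kinetic reads (60 s intervals, ex 525/em 598 nm) after 50 nM THF-abasic TAMRA/BHQ-2 duplex was added to 0.75 nM APE1 preincubated 15 min with compound.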
# Pol beta inh: blocks human DNA polymerase beta activity; P06746; Pol beta primer extension/strand displacement, fluorescence kinetic; Potency, µM (top dose mostly 114 µM), without a hit: at the top dose activity change, negative = inhibition, actives largely listed as inhibitors; 1.3% of 340,000 active; AID 485314; note: potency is the fitted concentration of half-maximal effect; % is set by controls: 0 for no effect and ±100 for the full control effect
#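 Pol beta (10 nM) was preincubated with compound for 15 min at room temperature. The reaction was then started with 50 nM substrate and read immediately and after a further 10 min at room temperature.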
# BLM inh: inhibitors of human Bloom syndrome helicase BLM; recombinant BLM DNA unwinding, fluorescence dequenching; 0.2% of 350,000 active; P54132; Potency, µM (doses to about 56.1 µM), without a hit: at the highest dose activity change, negative = inhibition, hits mostly inhibitors; AID 2528;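 note: potency is the fitted concentration of half-maximal effect; plate controls were vehicle for no effect and no enzyme for full effect; nearly all actives have a fitted effect of over 35% in size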
# Apoferritin bind: binds horse apoferritin like a general anesthetic. P02791. apoferritin/1-aminoanthracene competitive binding, fluorescence. Potency, µM (highest dose often 77.5 µM), without a hit: at the highest dose activity change, negative = displacement, most hits filed as inhibitors. 0.074% of 350,000 active; note: potency is the fitted concentration of half-maximal effect; % is set by controls: 0 for no effect and ±100 for the full control effect; nearly all actives have a fitted effect of over 20% in size
# Target sequence (P02791 2-175 limits assumed): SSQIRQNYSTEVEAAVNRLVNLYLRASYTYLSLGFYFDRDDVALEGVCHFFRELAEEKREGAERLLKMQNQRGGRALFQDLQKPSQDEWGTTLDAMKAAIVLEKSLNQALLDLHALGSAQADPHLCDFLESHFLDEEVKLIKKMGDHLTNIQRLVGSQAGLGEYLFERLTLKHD
#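 Probe: 1-aminoanthracene (50% saturated, PBS). Protein: horse-spleen apoferritin, 10 uM. Incubation: 10 min, room temperature. Detection: 380 nm excitation, 535 nm emission. Analysis: normalized response, four-parameter Hill.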
# POLK inh: inhibitors of human DNA polymerase kappa. purified Pol kappa, fluorescent DNA synthesis assay, 10 min. AID 588579. Potency, µM (titrated, usually from 107 µM), for the others: top-dose activity, negative = inhibition, hits mostly inhibitors. Q9UBT6. 0.53% of 400,000 active; note: potency is the fitted concentration of half-maximal effect; % is set by controls: 0 for no effect and ±100 for the full control effect
# Target sequence (Q9UBT6 whole entry, looked up): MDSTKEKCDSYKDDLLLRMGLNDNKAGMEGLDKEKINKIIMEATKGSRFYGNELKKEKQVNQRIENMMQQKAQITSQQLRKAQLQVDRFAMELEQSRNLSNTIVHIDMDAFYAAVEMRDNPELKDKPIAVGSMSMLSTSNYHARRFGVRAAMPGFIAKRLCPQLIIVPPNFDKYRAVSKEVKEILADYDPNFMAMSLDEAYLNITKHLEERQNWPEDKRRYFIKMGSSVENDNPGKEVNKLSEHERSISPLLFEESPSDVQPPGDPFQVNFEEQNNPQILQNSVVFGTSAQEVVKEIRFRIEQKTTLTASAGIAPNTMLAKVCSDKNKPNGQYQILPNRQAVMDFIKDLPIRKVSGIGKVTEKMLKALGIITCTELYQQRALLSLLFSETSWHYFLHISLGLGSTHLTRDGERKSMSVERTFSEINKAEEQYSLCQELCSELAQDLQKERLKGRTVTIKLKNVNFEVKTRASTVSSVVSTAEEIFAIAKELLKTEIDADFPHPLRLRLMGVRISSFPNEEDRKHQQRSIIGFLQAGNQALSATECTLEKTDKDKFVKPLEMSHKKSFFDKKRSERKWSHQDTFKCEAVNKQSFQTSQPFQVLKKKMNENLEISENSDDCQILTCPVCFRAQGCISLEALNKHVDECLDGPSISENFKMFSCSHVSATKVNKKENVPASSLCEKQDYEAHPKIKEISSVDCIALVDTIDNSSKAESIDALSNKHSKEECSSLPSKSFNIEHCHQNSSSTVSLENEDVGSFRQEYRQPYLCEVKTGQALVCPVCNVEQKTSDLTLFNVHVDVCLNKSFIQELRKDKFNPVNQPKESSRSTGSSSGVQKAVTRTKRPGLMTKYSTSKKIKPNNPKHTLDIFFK
#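 First, compounds were pin-transferred onto 10 nM Pol kappa. After 15 min at room temperature, substrate was added to 50 nM final. Fluorescence was then measured kinetically at 0 and 10 min.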
# Starred values were filed as active, the others as inactive; ? = inconclusive; . = not tested or not shown; & = joins results of further samples; [ ] = dose if it differs, or a comment. Unless noted, calls come from the whole dose curve; as a rule, active = well fitted curve in the direction sought with a large enough effect; inconclusive = small, poorly fitted or top-dose-only effect, or another doubt; inactive = no such curve, though single readings can be large; an effect the other way counts as inactive or inconclusive. Not all compounds are listed. The share of hits here may be higher or lower than overall.
SMILES,GRP78 ERSR act,Pol eta inh,Pol iota inh,LDHA block,APE1 inh,Pol beta inh,BLM inh,Apoferritin bind,POLK inh
CCOc1ccc(C(=O)NCC(=O)NCC(c2ccco2)N2CCCCC2)cc1 (centres undefined),-3%,-22%,-2%,-1,36%,.,.,.,-4%
CC(C)(C)c1ccc(C(=O)N2CCC(C(=O)N3CCCCC3)CC2)cc1,6%,-7%,69%[activator],-9,27%,-6%,-9%,-6%,3%
CCN(CCn1cccn1)Cc1cn[nH]c1-c1cccc2ccccc12,-4%,7%,-5%,1,3%,5%,1%,-1%,15%
Nc1n[nH]c2cc(=O)n(-c3ccc(Cl)cc3)nc12,-2%,-7%,-13%,3,-2%,-17%,-3%,-4%,-8%
O=C(Nc1ccccc1)C1CCCCC1,-1%,-20%,-14%,-10,7%,-23%,-3%,?,0%
CCn1c(-c2ccc(N(C)C)cc2)nc2ccccc21,6%,-7%,-1%,0,2%,-13%,-2%,?,2%
NS(=O)(=O)c1ccc(NC(=O)CN2CCN(S(=O)(=O)c3ccc(F)cc3)CC2)cc1,-2%,-20%,24%,-5,24%,22%,1%,-9%,0%
CC(C)(C)c1ccc(C(=O)c2c[nH]c(C(=O)NCCc3ccccn3)c2)cc1,2%,-10%,-19%,-6,-2%,11%,-2%,-3%,-2%
O=C(NCC(c1ccco1)N1CCN(c2ccccc2)CC1)C(=O)NC1CC1 (centres undefined),-5%,-9%,25%,-5,-8%,.,.,.,-17%
O=C(N/N=C/C(Cl)=C/c1ccccc1)c1ccco1,3%,-23%,54%[activator],-4,3%,10%,1%,-11%,-2%
CC(C)n1c(=N)c(C(=O)NCc2cccnc2)cc2c(=O)n3ccccc3nc21,-3%,-3%,-29%,-16,.,1%,-3%,441%[activator],-21%
O=C(CCCC(=O)NNC(=O)Nc1ccccc1)NNC(=O)Nc1ccccc1,0%,-15%,65%[activator],0,-7%,4%,-2%,-4%,-3%
CCCOC(=O)c1cccc(NC(=O)c2cccnc2)c1,2%,1%,23%,-3,1%,18%,-3%,-9%,-9%
CCC(=O)N1CC(C)C(=O)Nc2ccccc21 (centres undefined),-5%,-4%,3%,-4,-2%,6%,0%,-11%,1%
O=C(CC(C(=O)NCc1ccccc1)c1nc2ccccc2c(=O)[nH]1)NCc1ccccc1 (centres undefined),-5%,-2%,-16%,-11,-9%,?,-4%,-4%,5%
CCN(CC(=O)Nc1ccc(NC(C)=O)cc1)C(=O)c1cc2ccccc2oc1=O,-5%,-13%,8%,-3&12,-3%,.,.,.,-3%
CC(Sc1ccccc1)C(=O)NNC(=O)c1csc(N2CCOCC2)n1 (centres undefined),-4%,-13%,15%,5,5%,.,.,.,6%
CCOc1cc(/C=N/N2CCN(Cc3ccccc3)CC2)ccc1O,-2%,-14%,92%[activator],4,44%[activator],3%,-2%,1%,-8%
Cc1ccc(NC(=O)C(C)Sc2n[nH]c(CNc3ccccc3)n2)cc1 (centres undefined),-1%,-13%,11%,4,28%,3%,-6%,-7%,-4%
CCn1nc(CC(=O)Nc2nnc(CC(=O)N3CCCC3)s2)c2ccccc2c1=O,0%,6%,4%,-4,-9%,-29%,-1%,-10%,-5%
CC12CCC(=O)N1C(C(=O)Nc1cc(C(F)(F)F)ccc1N1CCCCC1)CS2 (centres undefined),-2%,-24%,6%,0,-20%,.,.,.,-20%
COc1ccc(NC2CCCN(C(=O)c3cc4ncccn4n3)C2)cc1 (centres undefined),5%,2%,23%,3,-2%,26%,-1%,-10%,-5%
CC1CCCC(C)N1C(=O)CSc1ncccn1 (centres undefined),-2%,-18%,67%[activator],-6,79%[activator],-11%,-1%,?,3%
COc1ccc(-n2c(SCC(=O)NCc3cccs3)nnc2-c2ccoc2C)cc1,-6%,-9%,21%,-5,-1%,-7%,-6%,-13%,-8%
CC1CCCCC1NC(=O)CSc1nc2ccccc2c(=O)n1Cc1ccco1 (centres undefined),-2%,2%,?,-2,3%,15%,1%,-9%,5%[60.1 µM]

# Two compounds from above, limited to Apoferritin bind and LDHA block.
SMILES	Apoferritin bind	LDHA block
Nc1n[nH]c2cc(=O)n(-c3ccc(Cl)cc3)nc12	-4%	3
O=C(Nc1ccccc1)C1CCCCC1	?	-10

# (more compounds)
SMILES,GRP78 ERSR act,Pol eta inh,Pol iota inh,LDHA block,APE1 inh,Pol beta inh,BLM inh,Apoferritin bind,POLK inh
Cc1[nH]c2ccccc2c1C(=O)CNc1ccc(Br)cc1,-6%,.,?,1,.,.,.,.,-20%
Clc1ccccc1N1CCN(Cc2ccc(Br)o2)CC1,-3%,-25%,-16%[58.9 µM],-21,.,.,.,.,-9%
COCc1nnc(NC(=O)CSCc2ccccc2)s1,-1%,-17%,1%,-6,-1%,-4%,-4%,-9%,3%
CC(C)c1ccc(NC(=O)C(=O)c2cn(CC(=O)N3CCCCC3)c3ccccc23)cc1,2%,-9%,6%,-11,-10%,-12%,-6%,1%,-22%
COc1cccc(NC(=O)Cc2nnc(SCC(=O)NC3CCCC3)n2C)c1,-1%,-11%,-7%,-12,-14%,3%,0%,13%,-6%
CC(C)(C)CC(C)(C)N1CNC(=S)NC1,4%,-8%,?,-4,1%,?,-1%,-12%,-12%
O=C(O)CN1CCc2ccccc2C1,-5%,-18%,-5%,-10,4%,3%,-8%,-2%,4%
Cc1ccc(C(=O)OCC(=O)N2CCCC2)cc1,2%,-6%,-11%,-1,13%,92%,-4%,-8%,-23%
Cc1ccc(NC(=O)COC(=O)CCC2CCCC2)c(Br)c1,-1%,-18%,?,-4,6%,.,.,.,-10%
O=C(/C=C/c1c(F)cccc1Cl)Nc1ccc(S(=O)(=O)Nc2ncccn2)cc1,-5%,15%,17%,-8,27%,50%,2%,3%,-21%
Cc1cccc(NC(=O)Nc2ccc(Cl)cc2)n1,4%,-24%,140%[activator],-2,13%,35%,0%,2%,-10%
COc1ccc(CCC(C)NCc2ccc(Cl)c(Cl)c2)cc1 (centres undefined),2%,-18%,19%,-1,16%,0%,3%,-12%,1%
O=C1CCCN1CCCNS(=O)(=O)c1ccc(Br)cc1,-1%,-19%,40%[activator],-2,5%,?,-1%,-4%,-6%
O=C(Nc1cccc2ncccc12)c1ccc(Cl)cc1,-1%,-20%,38%[activator],-12,3%,15%,-9%,-1%,-15%
CC1=Nc2ccccc2N=C(N)C1c1ccccc1 (centres undefined),-2%,-10%,24%,15,4%,1%,-5%,?,-14%
COc1cccc(NC(=O)C(Sc2nnc(Nc3ccccc3C)s2)c2ccccc2)c1 (centres undefined),-3%,-11%,1%,2,3%,7%,-5%,-8%,-14%
CN(CC(=O)Nc1cccc(F)c1)C(=O)CSc1ccccc1F,-2%,-16%,?,0,-4%,45µM*,-14%,-18%,-18%
Cn1c(=O)cc(OCC(=O)NCCCN2CCN(c3cccc(Cl)c3)CC2)c2ccccc21,-2%,-15%,-20%,-7,-4%,2%,-3%,-1%,0%
O=C(O)C1CCC(Cn2c(SCc3cc(=O)n4ccccc4n3)nc3ccsc3c2=O)CC1 (centres undefined),-7%,-1%,-1%,-8,3%,3%,-1%,-1%,-9%

# Part of the list above in a different format.
# Order of results – GRP78 ERSR act, Pol eta inh, Pol iota inh, LDHA block, APE1 inh, Pol beta inh, BLM inh, Apoferritin bind, POLK inh
COCc1nnc(NC(=O)CSCc2ccccc2)s1
→ -1%, -17%, 1%, -6, -1%, -4%, -4%, -9%, 3%
CC(C)c1ccc(NC(=O)C(=O)c2cn(CC(=O)N3CCCCC3)c3ccccc23)cc1
→ 2%, -9%, 6%, -11, -10%, -12%, -6%, 1%, -22%
COc1cccc(NC(=O)Cc2nnc(SCC(=O)NC3CCCC3)n2C)c1
→ -1%, -11%, -7%, -12, -14%, 3%, 0%, 13%, -6%
CC(C)(C)CC(C)(C)N1CNC(=S)NC1
→ 4%, -8%, ?, -4, 1%, ?, -1%, -12%, -12%
O=C(O)CN1CCc2ccccc2C1
→ -5%, -18%, -5%, -10, 4%, 3%, -8%, -2%, 4%
Cc1ccc(C(=O)OCC(=O)N2CCCC2)cc1
→ 2%, -6%, -11%, -1, 13%, 92%, -4%, -8%, -23%
Cc1ccc(NC(=O)COC(=O)CCC2CCCC2)c(Br)c1
→ -1%, -18%, ?, -4, 6%, ., ., ., -10%
O=C(/C=C/c1c(F)cccc1Cl)Nc1ccc(S(=O)(=O)Nc2ncccn2)cc1
→ -5%, 15%, 17%, -8, 27%, 50%, 2%, 3%, -21%
Cc1cccc(NC(=O)Nc2ccc(Cl)cc2)n1
→ 4%, -24%, 140%[activator], -2, 13%, 35%, 0%, 2%, -10%
COc1ccc(CCC(C)NCc2ccc(Cl)c(Cl)c2)cc1 (centres undefined)
→ 2%, -18%, 19%, -1, 16%, 0%, 3%, -12%, 1%
O=C1CCCN1CCCNS(=O)(=O)c1ccc(Br)cc1
→ -1%, -19%, 40%[activator], -2, 5%, ?, -1%, -4%, -6%
O=C(Nc1cccc2ncccc12)c1ccc(Cl)cc1
→ -1%, -20%, 38%[activator], -12, 3%, 15%, -9%, -1%, -15%
CC1=Nc2ccccc2N=C(N)C1c1ccccc1 (centres undefined)
→ -2%, -10%, 24%, 15, 4%, 1%, -5%, ?, -14%
COc1cccc(NC(=O)C(Sc2nnc(Nc3ccccc3C)s2)c2ccccc2)c1 (centres undefined)
→ -3%, -11%, 1%, 2, 3%, 7%, -5%, -8%, -14%
CN(CC(=O)Nc1cccc(F)c1)C(=O)CSc1ccccc1F
→ -2%, -16%, ?, 0, -4%, 45µM*, -14%, -18%, -18%
Cn1c(=O)cc(OCC(=O)NCCCN2CCN(c3cccc(Cl)c3)CC2)c2ccccc21
→ -2%, -15%, -20%, -7, -4%, 2%, -3%, -1%, 0%
O=C(O)C1CCC(Cn2c(SCc3cc(=O)n4ccccc4n3)nc3ccsc3c2=O)CC1 (centres undefined)
→ -7%, -1%, -1%, -8, 3%, 3%, -1%, -1%, -9%
